High-throughput results: PubChem, National Center for Advancing Translational Sciences (NCATS)
Abeta rescue: qHTS for compounds that reverse cellular toxicity of Amyloid beta (A-beta) peptide in yeast: Primary Screen | 410,000 compounds, 0.063% hits | Potency, µM (top dose mostly 46.1 µM), inactives show at the highest dose growth rescue, hits mostly activators | yeast expressing A-beta42, growth rescue, OD600, 48 h; response scale: 0% DMSO, 100% iron-clioquinol control | AID 1347071, 2019; further: potency means the concentration at half of the fitted maximal effect; nearly all actives have a fitted effect of over 55% in size
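Yeast A-beta toxicity model in growth medium with pinned compounds, 48 h at 30 C; growth read as absorbance at 600 nm. Normalized to FeCl3/clioquinol equimolar mix (positive) and DMSO (negative).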
FUS yeast rescue: qHTS for Suppressors of FUS Proteinopathy: Primary screen using FUS-linked yeast assay; S. cerevisiae FUS-expressing, growth rescue, OD600, 24 h; Potency, µM (series often up to 76.6 µM), without a hit: at the top dose growth rescue (activation), actives largely listed as activators; 390,000 compounds, 0.24% hits;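 further: potency means the concentration at half of the fitted maximal effect; plate controls were DMSO vehicle for no effect and reference control for full effect; nearly all actives have a fitted effect of over 55% in size; some results filed as inactive show a strong effect at the top dose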
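Steps: raffinose overnight preculture; dilution to OD 0.005 in 2% galactose minimal medium; compound addition (concentration series); 24hr at 30C, 99% humidity; absorbance read at 600 nm.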
EPAC1 antagonist: qHTS for Antagonist of cAMP-regulated guanine nucleotide exchange factor 3 (EPAC1): primary screen; Rap guanine nucleotide exchange factor 3 (Homo sapiens), O95398; EPAC1 GEF assay, Rap1b-BODIPY-GDP exchange fluorescence; Potency, µM (highest dose often 115 µM), inactives show top-dose activity change, negative = inhibition, hits mostly inhibitors; 360,000 compounds, 0.14% hits; AID 720709, 2013;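 further: potency means the concentration at half of the fitted maximal effect; plate controls were vehicle for no effect and positive control for full effect; nearly all actives have a fitted effect of over 50% in size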
WRN helicase inh: qHTS for Inhibitors of WRN Helicase | Bifunctional 3'-5' exonuclease/ATP-dependent helicase WRN (Homo sapiens), Q14191 | WRN helicase unwinding, fluorescent forked duplex, kinetic | Potency, µM (series often up to 114 µM), without a hit: at the top dose activity change, negative = inhibition, hits mostly inhibitors | 360,000 compounds, 0.46% hits | AID 651768, 2012; further: potency means the concentration at half of the fitted maximal effect; on the % scale 0 is the no-effect control and ±100 the full control effect; nearly all actives have a fitted effect of over 55% in size
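Primary qHTS, 1536-well format. 20 nM WRN + compound, 15 min RT; start with 100 nM forked fluorophore/quencher duplex, 2 mM ATP (final); kinetic read ex 525/em 598 nm.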
PI5P4K alpha inh: qHTS for Inhibitors of phosphatidylinositol 5-phosphate 4-kinase (PI5P4K) | max response, % | 330,000 compounds, 1.2% hits | Phosphatidylinositol 5-phosphate 4-kinase type-2 alpha (Homo sapiens), P48426 | PI5P4Kalpha enzyme, ADP-Glo luminescence, 60 min; stronger effect = lower value | AID 652105, 2013; active means max response of -50% or lower; inconclusive means between -30% and -50%; inactive means -30% or higher; further: value at the top dose of about 77 µM; on the % scale 0 is the no-effect control and ±100 the full control effect
Target sequence (P48426 whole entry, looked up): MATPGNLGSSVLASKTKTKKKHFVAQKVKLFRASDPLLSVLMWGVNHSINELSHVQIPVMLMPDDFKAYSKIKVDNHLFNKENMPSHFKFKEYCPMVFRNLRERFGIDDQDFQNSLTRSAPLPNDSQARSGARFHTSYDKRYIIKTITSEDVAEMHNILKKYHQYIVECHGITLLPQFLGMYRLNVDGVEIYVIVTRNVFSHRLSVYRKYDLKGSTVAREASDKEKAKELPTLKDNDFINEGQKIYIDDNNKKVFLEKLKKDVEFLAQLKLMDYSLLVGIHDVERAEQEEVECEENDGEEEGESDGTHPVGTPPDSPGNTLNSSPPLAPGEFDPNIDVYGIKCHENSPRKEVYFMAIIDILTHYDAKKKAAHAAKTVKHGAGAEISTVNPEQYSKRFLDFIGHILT
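Enzyme plus substrate dispensed, test compounds pinned in, then ATP (5 microM final) added. After 60 min at RT, ADP-Glo reagent 1 for 45 min and reagent 2 for 30 min preceded luminescence imaging.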
aSyn rescue: qHTS of alpha-syn Inhibitors | Yeast expressing alpha-synuclein, growth rescue, BacTiter-Glo, 24 h | Potency, µM (series often up to 46.1 µM), for the others: at the top dose growth rescue (activation), most hits filed as activators | 370,000 compounds, 0.14% hits; further: potency means the concentration at half of the fitted maximal effect; % of control where 0% means no effect; nearly all actives have a fitted effect of over 65% in size
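Rescue of yeast growth: cells expressing toxic alpha-synuclein, induced in galactose at OD600 0.02, incubated with compound 24 h at 30 C. ATP luminescence quantified growth; inhibitors of toxicity appear as activators.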
PLK1 PBD block: qHTS for Inhibitors of PLK1-PDB (polo-like kinase 1 - polo-box domain): Primary Screen; Plk1 PBD binding of FITC phosphopeptide, fluorescence polarization; Potency, µM, inactives show max response, negative = inhibition, hits mostly inhibitors; 360,000 compounds, 2.8% hits; AID 720504, 2013; further: potency means the concentration at half of the fitted maximal effect; series mostly up to about 57 µM; on the % scale 0 is the no-effect control and ±100 the full control effect; nearly all actives have a fitted effect of over 65% in size
Target sequence (P53350 whole entry, looked up, the tested form may be a part): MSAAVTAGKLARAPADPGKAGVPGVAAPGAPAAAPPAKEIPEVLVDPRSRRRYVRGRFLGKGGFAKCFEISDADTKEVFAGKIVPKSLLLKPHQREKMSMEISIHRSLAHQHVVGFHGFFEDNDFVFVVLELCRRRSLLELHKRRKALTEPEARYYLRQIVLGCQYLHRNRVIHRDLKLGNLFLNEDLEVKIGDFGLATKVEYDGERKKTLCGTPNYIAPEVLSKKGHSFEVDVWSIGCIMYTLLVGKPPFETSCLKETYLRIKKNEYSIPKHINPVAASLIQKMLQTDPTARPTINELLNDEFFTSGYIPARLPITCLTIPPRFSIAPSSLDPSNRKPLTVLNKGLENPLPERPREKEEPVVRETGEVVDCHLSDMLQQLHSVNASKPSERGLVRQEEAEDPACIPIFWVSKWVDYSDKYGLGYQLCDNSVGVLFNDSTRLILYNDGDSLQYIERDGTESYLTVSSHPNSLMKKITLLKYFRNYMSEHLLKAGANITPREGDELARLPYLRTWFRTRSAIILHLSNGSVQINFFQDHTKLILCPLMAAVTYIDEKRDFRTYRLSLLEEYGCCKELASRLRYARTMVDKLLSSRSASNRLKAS
IL-2 act: qHTS of IL-2 Activators | IL-2 activation reporter assay, cell-based qHTS; stimulated with anti-CD3/CD4/CD28 beads; in transgenic mouse T cells | activation, % (series mostly up to about 46 µM) | 360,000 compounds, 0.065% hits; in the data active means activation above about 50%; inconclusive means mostly about 30% to 49%; further: 0% is about no effect
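EGFP and DsRed fluorescence is measured by plate cytometry in unstimulated transgenic mouse T cells exposed to compound for 60 minutes, then stimulated 18 hours at 37 degrees C with anti-CD3/anti-CD4 beads plus anti-CD28.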
EPAC1 agonist: qHTS for Agonist of cAMP-regulated guanine nucleotide exchange factor 3 (EPAC1): primary screen. EPAC1 agonist qHTS, biochemical assay; response scale: 100% = response to 6.5 mM cAMP. Potency, µM (titrated, usually from 154 µM), for the others: top-dose activation, actives largely listed as activators. 360,000 compounds, 0.073% hits. Rap guanine nucleotide exchange factor 3 (Homo sapiens), O95398; further: potency means the concentration at half of the fitted maximal effect; nearly all actives have a fitted effect of over 60% in size
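Multi-concentration qHTS readout: loss of Rap1B-bound BODIPY-GDP fluorescence driven by 100 nM EPAC1 with excess GDP (50 uM), monitored kinetically at room temperature; agonist response expressed relative to 6.5 mM cAMP.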
Active calls of the source: *; ? = inconclusive; nt = no result given; [ ] = another dose, or the depositor's remark. Unless noted, the call rests on the fitted dose curve; in most records, active means well fitted curve in the direction sought with a large enough effect; inconclusive means small, poorly fitted or top-dose-only effect, or another doubt; inactive means no such curve, though single readings can be large; an effect the other way counts as inactive or inconclusive.

SMILES	Abeta rescue	FUS yeast rescue	EPAC1 antagonist	WRN helicase inh	PI5P4K alpha inh	aSyn rescue	PLK1 PBD block	IL-2 act	EPAC1 agonist
COc1ccc(CN2CCCC(C(=O)c3ccc(Cl)cc3)C2)cc1Cn1cccn1 (configuration not stated)	-6%	-8%	-13%	-15%	5	0%	-1%	-2.8	7%
Nc1ccc2c(c1)CCC2=O	-4%	21%	6%	4%	nt	0%	5%	-0.7	3%
COc1cccc(C=N[C@@H](CO)[C@@H](O)c2ccc([N+](=O)[O-])cc2)c1O	-19%	-1%	-13%	-3%	3	1%	-21%	-1.4	-2%
CCOc1ccc(-n2ccnc(SCC(=O)NC3CCCC3)c2=O)cc1	14%	11%	-8%	-26%	4	3%	-10%	0.0	-4%
COc1ccccc1Oc1nc2ccccn2c(=O)c1/C=C(\C#N)C(=O)Nc1c(C)n(C)n(-c2ccccc2)c1=O	1%	16%	-5%	-2%	-1	2%	-2%	7.2	4%
Cc1ccc(N2C(=O)c3n[nH]c(C)c3C2c2ccco2)cc1 (configuration not stated)	-9%	4%	2%	9%	-1	1%	1%	-3.0	-1%
CC(C)(C)c1ccc(CSc2ccc(S(=O)(=O)N3CCOCC3)cn2)cc1	?	-6%	-17%	-14%	10	?	?	-0.5	-10%
CCOc1ccc(CCNC(=O)C2CCCN(S(C)(=O)=O)C2)cc1OCC (configuration not stated)	8%	-9%	-23%	2%	0	5%	-1%	-0.7	16%
COc1ccc(S(=O)(=O)N2CCN(c3cnccn3)CC2)cc1	13%	-6%	-17%	-8%	-8	-25%	0%	0.2	-8%
COc1ccccc1OCc1ccc(C(=O)N2CCN(C(=O)c3ccco3)CC2)cc1	2%	nt	3%	-9%	6	-2%	-11%	2.1	5%
COc1ccc(S(=O)(=O)N2CCC[C@H]2C(=O)N2CCC[C@H]2C(=O)N[C@@H](C)c2ccccc2)cc1C	-2%	6%	8%	0%	-2	0%	2%	-0.7	-13%
COc1ccc(OC)c(N/C(C)=C/C(=O)c2ccccc2)c1	11%	nt	-18%	-18%	-2	1%	2%	-0.8	9%
CCN(CC)CCN(C(=O)c1ccc2c(c1)OCCO2)c1nc2cc3c(cc2s1)OCO3	15%	15%	6%	-25%	0	2%	-4%	-4.8	-2%
CC(C)S(=O)(=O)c1csc(NC(=O)Nc2ccc(Cl)cc2)c1	6%	16%	10%	-8%	1	0%	5%	-2.9	-1%
Cc1ccc(NC(=O)COC(=O)c2ccc(-n3cccn3)cc2)cc1C	-12%	-22%	-12%	-5%	3	14%	-6%	-0.1	15%
CCCCN(C(=O)c1c(-c2ccccc2)noc1C)c1c(N)n(CCC)c(=O)[nH]c1=O	11%	-5%	12%	0%	3	1%	-1%	0.8	16%
O=C(Nc1cccc([N+](=O)[O-])c1)Nn1cnnc1	-4%	-7%	14%	6%	3	-7%	-3%	-0.8	7%
COc1cccc(/C=N/NC(=O)CCc2n[nH]c(=O)[nH]c2=O)c1O	6%	nt	4%	-25%	?	11%	-8%	0.6	-10%
COc1ccc(S(=O)(=O)N(C)CC(=O)N2CCCCCC2)cc1OC	0%	-10%	2%	3%	-3	1%	-6%	-0.3	-6%
COc1cc(NC(=O)COc2c(C)cc(C)cc2[N+](=O)[O-])c(OC)cc1Cl	-1%	7%	27%	-8%	4	-5%	-12%	0.1	2%
Cc1ccc(N2CC(C(=O)Nc3cccnc3)CC2=O)cc1Cl (configuration not stated)	-1%	10%	-6%	-23%	2	-10%	-8%	0.8	-5%
N#CCCNS(=O)(=O)c1ccc(C(=O)OCC2CCCCC2)cc1	8%	17%	-13%	-17%	3	-2%	-7%	0.0	-4%
COc1cccc(N2CC(C(=O)N3CCC4(CC3)CC(=O)c3ccccc3O4)CC2=O)c1 (configuration not stated)	24%	14%	-4%	-3%	7	2%	2%	-4.7	2%
O=C(NCc1ccco1)c1cc(S(=O)(=O)N2CCOCC2)ccc1Br	4%	nt	-6%	?	-2	-1%	-5%	-2.3	10%
CC(=O)Nc1ccc(NC(=O)C2CCN(C(=O)C3CC(=O)N(c4ccc(C)cc4)C3)CC2)cc1 (configuration not stated)	-1%	8%	5%	10%	0	-3%	-18%	1.4	2%
CSCCC(NC(=O)c1ccccc1)C(=O)OCC(=O)Nc1ccc(C)c(Cl)c1 (configuration not stated)	26%	30%	-20%	3%	-10	15%	21µM*	-3.2	13%
O=C(Nc1ccc(F)cc1)C1CCC(N2C(=O)c3ccccc3C2=O)CC1 (configuration not stated)	-9%	-1%	10%	-5%	nt	-1%	-7%	0.9	6%
Cn1cccc1/C=N/NC(=O)c1cccnc1	12%	-6%	8%	-6%	nt	-13%	0%	-1.1	-2%
O=C(Nc1cccc(NC(=O)c2ccco2)c1)c1ccc2c(c1)OCO2	7%	39%	12%	-3%	nt	-4%	-9%	-1.7	6%
CCN(CC)S(=O)(=O)c1ccc(N2CCCC2)c(NC(=O)c2c(-c3ccccc3)noc2C)c1	0%	27%	-24%	-8%	3	3%	?	-4.3	-12%
O=C(O)CC1(CC(=O)Nc2ccccc2Br)CCCC1	-1%	8%	-8%	14%	-1	11%	-17%	-0.5	12%
S=C(NCc1ccc(Cl)cc1)NC12CC3CC(CC(C3)C1)C2	6%	nt	-3%	-6%	25	-33%[inhibitor]	0%	-0.6	-11%
C=CCSc1nnc(-c2cnn(-c3ccccc3)c2-n2cccc2)n1C	-5%	29%	-11%	5%[57.1 µM]	2	-2%	-5%	-0.8	4%
CCCCN(C)CCCNC(=O)CS(=O)Cc1nc(-c2ccc(OC)c(OC)c2)oc1C (configuration not stated)	0%	13%	-8%	10%	-6	-3%	-6%	-3.0	2%
O=[N+]([O-])c1ccc(/C=N/Nc2ncc(-c3ccccc3)cn2)cc1	-7%	6%	-8%	-7%[57.1 µM]	4	9%	?	0.6	-7%
COC(=O)C(C)N(c1ccc(C)cc1)S(=O)(=O)c1c(C)[nH]c(=O)[nH]c1=O (configuration not stated)	-16%	24%	6%	-13%	nt	-1%	-2%	0.7	7%
CCOC(=O)[C@H]1[C@H]2COc3ccc(Cl)cc3[C@@H]2N2C(=O)c3ccc(Cl)cc3NC(=O)[C@@]12C	-25%	-6%	3%	-10%	-1	5%	-11%	-3.4	4%
O=C(C1Cc2ccccc2CN1S(=O)(=O)c1cccs1)N1CCCCC1 (configuration not stated)	0%	20%	18%	8%	nt	-1%	-7%	-1.9	-1%
Oc1ccc(-c2c(C3=CCCCC3)sc3ccccc23)cc1	-73%[inhibitor]	17%	-3%	-2%	-2	-46%[inhibitor]	-4%	0.3	-12%
COc1ccccc1NC(=O)Cn1nnc2sc3c(c2c1=O)CC(C)(C)OC3	14%	-13%	0%	6%	-1	7%	7%	-0.5	14%
CC1CC(C)CN(C(=O)COC(=O)CNS(=O)(=O)/C=C/c2ccccc2)C1 (configuration not stated)	-11%	21%	10%	-9%	2	2%	-14%	-0.4	-3%
OCCOCCn1c(-c2ccccc2)nc(=S)c2c1CCCC2	-4%	4%	-7%	-1%	-1	-3%	-37%	-3.2	-7%
COc1ccc(NC(=O)c2cc(-c3sc(NC(=O)c4ccccc4)nc3C)n(CCO)n2)cc1	7%	16%	-19%	3%	-13	-4%	-10%	-0.4	7%
CCOC(=O)N/N=C/c1ccc(N(CC)CC)cc1O	17%	2%	-13%	-7%	4	4%	2%	-1.6	0%
O=C(O)c1cccc(-n2c(/C=C/c3ccc([N+](=O)[O-])cc3)nc3ccccc3c2=O)c1	-4%	0%	8%	5%	-17	5%	-6%	0.7	6%
O=C(O)c1ccc(COc2ccc3ccccc3c2)o1	3%	-20%	-3%	1%	-3	0%	-7%	1.2	-4%
COC(=O)c1c(C)[nH]c(C(=O)CSc2nnnn2-c2ccccc2)c1C	-4%	32%	-28%	0%	-1	-4%	-5%	1.2	7%
CCN(C(=O)COC(=O)c1ccc(O)cc1O)c1c(N)n(Cc2ccccc2)c(=O)[nH]c1=O	-14%	-15%	-12%	8%	3	-6%	-7%	3.0	-1%
Cc1ccc(/C=C/C(=O)OCC(=O)NCc2ccc(Cl)cc2)o1	6%	-5%	-8%	5%	-3	-4%	-2%	0.3	10%
Cc1ccc(N(CC(=O)NC2CCCC2)C(=O)Cn2nnc(-c3ccccc3F)n2)cc1	1%	22%	-26%	1%	-2	1%	1%	-4.6	2%
COc1ccc(NC(=S)N2CCN(C(=O)C3CCCO3)CC2)cc1 (configuration not stated)	-12%	nt	-8%	-21%	-3	-3%	-9%	3.3	10%
